RSV CPE inhibition: RSV antiviral activity via CPE protection, HEp-2 cells, primary 10 µM value included (AID 2391) | HEp-2 cells, RSV-induced CPE inhibition; higher % means a stronger effect | one-dose CPE inhibition, % at 10 µM; IC50 in µM for titrated hits | 310,000 tested, 0.13% active; in the data active = a potency from the dose series; note: strong numbers were not always called active
An asterisk follows results filed as active.

RSV CPE inhibition	canonical_smiles
1.8%	O=C1COc2ccc(C(=O)COC(=O)CNS(=O)(=O)c3cccc(F)c3)cc2N1
0.3%	Cc1cc(Cl)c(C)c(S(=O)(=O)N2CCN(C(=O)C3CCCO3)CC2)c1Cl (centres undefined)
-0.2%	Cc1ccn2cc(C(=O)N3CCN(c4cnn(-c5ccccc5)c(=O)c4Cl)CC3)nc2c1
1.2%	Cc1ccc(NC(=O)COC(=O)c2ccc(Br)o2)cc1S(=O)(=O)N1CCCCC1
1.5%	O=S(=O)(Nc1ccc2nc(N3CCOCC3)sc2c1)c1ccc(Cl)cc1
0.0%	Cc1nc(SCC(=O)NC2CCS(=O)(=O)C2)c2c(C)c(C)sc2n1 (centres undefined)
0.8%	CCN(CC(=O)Nc1c(F)cccc1F)C(=O)CN1C(=O)C2CCCCC2C1=O (centres undefined)
1.4%	CC(C)C(=O)Nc1ccc(C(=O)CN2C(=O)NC3(CCOc4ccccc43)C2=O)cc1 (centres undefined)
0.4%	COc1ccc(S(=O)(=O)NCCOc2ccc(Cl)cc2)cc1
0.0%	Cc1cc(Br)ccc1NC(=O)CN(C)C(=O)CN1C(=O)NC(C)(C2CC2)C1=O (centres undefined)
1.0%	Cc1n[nH]c(C)c1S(=O)(=O)N1CCN(S(=O)(=O)c2ccccc2C#N)CC1
-0.1%	CC(C(=O)Nc1ccc(S(=O)(=O)N2CCCC2)cc1)N(C)Cc1ccc(F)cc1 (centres undefined)
1.5%	CCN(CC(=O)Nc1cc(S(=O)(=O)N2CCOCC2)ccc1Cl)Cc1ccccc1
0.7%	CS(=O)(=O)c1ccc(C(=O)CN2C(=O)NC3(CCCc4ccccc43)C2=O)cc1 (centres undefined)
3.0%	O=C(Cc1csc(-c2ccc(Cl)cc2)n1)Nc1cccc(S(=O)(=O)NC2=NCCC2)c1
0.6%	C=CC(C)(O)CCC=C(C)C (centres undefined)
2.6%	Cc1cccc(NC(=O)Nc2ccc(S(=O)(=O)Nc3onc(C)c3C)cc2)c1
4.1%	CCN(Cc1ccc2c(c1)OCCO2)C(=O)CSc1nc(C)nc2sc(C)c(C)c12
0.7%	Cc1ccc(C(=O)Nc2cc(C(F)(F)F)ccc2-n2cncn2)o1
2.4%	O=C(CSC(=S)N1CCCC1)N(Cc1nnc(-c2ccccc2Cl)o1)C1CC1
-0.5%	CSc1ccc(Cl)c(C(=O)OCC(=O)N2CCN(C(=O)c3ccco3)CC2)c1
0.9%	C[C@H](OC(=O)NCc1ccc(C(F)(F)F)cc1)[C@@H]1O[C@@]2(C)CCC[C@@H]1O2
-0.3%	O=C(CSc1nc2ccccc2c(=O)n1-c1ccccc1Cl)NCC1CCCO1 (centres undefined)
0.8%	COc1ccc(CN(C)C(=O)CCN=C2NS(=O)(=O)c3ccccc32)c(OC)c1
0.0%	CCCCN(C(=O)CSc1nnc(-c2ccc(Cl)cc2)o1)c1c(N)n(CC(C)C)c(=O)[nH]c1=O
0.5%	Cc1ccc(NC(=O)c2ccccc2OCC(=O)Nc2ccccc2F)cc1S(=O)(=O)N(C)C
1.1%	O=C(COC(=O)CNC(=O)c1ccc([N+](=O)[O-])o1)Nc1ncc(Cl)cc1Cl
2.9%	COc1ccccc1C(=O)NCC(=O)NCCC(c1ccccc1)c1ccccc1
0.2%	O=C(COC(=O)c1ccc(F)cc1F)NCCC1=CCCCC1
-0.4%	O=C(c1cc(C2CC2)nn1-c1ccccc1)N1CCN(S(=O)(=O)c2c(F)cccc2F)CC1

16 of the compounds above, comma-delimited.
compound,RSV CPE inhibition
O=C(Cc1csc(-c2ccc(Cl)cc2)n1)Nc1cccc(S(=O)(=O)NC2=NCCC2)c1,3.0%
C=CC(C)(O)CCC=C(C)C (centres undefined),0.6%
Cc1cccc(NC(=O)Nc2ccc(S(=O)(=O)Nc3onc(C)c3C)cc2)c1,2.6%
CCN(Cc1ccc2c(c1)OCCO2)C(=O)CSc1nc(C)nc2sc(C)c(C)c12,4.1%
Cc1ccc(C(=O)Nc2cc(C(F)(F)F)ccc2-n2cncn2)o1,0.7%
O=C(CSC(=S)N1CCCC1)N(Cc1nnc(-c2ccccc2Cl)o1)C1CC1,2.4%
CSc1ccc(Cl)c(C(=O)OCC(=O)N2CCN(C(=O)c3ccco3)CC2)c1,-0.5%
C[C@H](OC(=O)NCc1ccc(C(F)(F)F)cc1)[C@@H]1O[C@@]2(C)CCC[C@@H]1O2,0.9%
O=C(CSc1nc2ccccc2c(=O)n1-c1ccccc1Cl)NCC1CCCO1 (centres undefined),-0.3%
COc1ccc(CN(C)C(=O)CCN=C2NS(=O)(=O)c3ccccc32)c(OC)c1,0.8%
CCCCN(C(=O)CSc1nnc(-c2ccc(Cl)cc2)o1)c1c(N)n(CC(C)C)c(=O)[nH]c1=O,0.0%
Cc1ccc(NC(=O)c2ccccc2OCC(=O)Nc2ccccc2F)cc1S(=O)(=O)N(C)C,0.5%
O=C(COC(=O)CNC(=O)c1ccc([N+](=O)[O-])o1)Nc1ncc(Cl)cc1Cl,1.1%
COc1ccccc1C(=O)NCC(=O)NCCC(c1ccccc1)c1ccccc1,2.9%
O=C(COC(=O)c1ccc(F)cc1F)NCCC1=CCCCC1,0.2%
O=C(c1cc(C2CC2)nn1-c1ccccc1)N1CCN(S(=O)(=O)c2c(F)cccc2F)CC1,-0.4%

(further entries)
RSV CPE inhibition	canonical_smiles
0.6%	COc1cccc(CNC(=O)CCC(=O)N2CCOCC2)c1
0.2%	O=[N+]([O-])c1ccc(F)cc1F
2.7%	C/C(CC(=O)Nc1ccccc1C(F)(F)F)=N\NC(=O)c1cnccn1
0.6%	CN(CC(=O)Nc1cccc(F)c1)CC(=O)N1CCCCC1
2.5%	Cc1cc(Cl)ccc1OCC(=O)OCC(=O)c1c(N)n(C)c(=O)n(C)c1=O
1.4%	CC(C)N1C(=O)C(=O)N(CC(=O)N(C)c2ccccc2)C1=O
0.5%	COc1ccc(S(=O)(=O)N(C)C)cc1NC(=O)COC(=O)Cn1cnc2ccccc2c1=O
0.3%	CC1CCC(NC(=O)CSc2ccc(S(=O)(=O)N(C)C)cn2)CC1 (centres undefined)
0.0%	O=C(CCC(=O)c1cccs1)NNC(=O)c1ccccc1Cl
2.0%	CCOC(=O)C1=C(COC(=O)Cc2ccc(OC)c(OC)c2)NC(=O)NC1C (centres undefined)
-0.6%	COc1cc(C(=O)OCCCc2cc3ccccc3c(=O)o2)cc(OC)c1OC
0.0%	O=C(COC(=O)c1cc(S(=O)(=O)N2CCOCC2)c(Cl)cc1Cl)NC1CC1
0.7%	Cc1nnc(SCC(=O)Nc2sc3c(c2C(N)=O)CCC(C)C3)[nH]c1=O (centres undefined)
-0.5%	CN(Cc1ccc(Cl)c(Cl)c1)C(=O)C1=CC=CN2CCS(=O)(=O)N=C12
0.5%	CCCn1c(N)c(C(=O)CN(C)CC(=O)Nc2cccc(F)c2)c(=O)[nH]c1=O
0.3%	C#CCC(NC(=O)c1ccc(C#N)cc1)C(=O)NCCC (centres undefined)
0.7%	O=C(Nc1ccc(F)cc1F)C1CC(=O)N(Cc2ccccc2)C1 (centres undefined)
1.1%	CN(CC(=O)Nc1ccc(N2CCOCC2)cc1)C(=O)Cc1ccccc1
0.6%	Cc1ccc(C(=O)OC(C)C(=O)Nc2ccc3c(c2)OCO3)c(O)c1 (centres undefined)
0.7%	CC(NC(=O)CN1C(=O)NC(c2ccccc2)(c2ccccc2)C1=O)c1cccs1 (centres undefined)
1.5%	CC1CCC(NC(=O)CN2C(=O)C3CC=CCC3C2=O)CC1 (centres undefined)
1.3%	COc1cc(CCC(=O)OCC(=O)c2ccc[nH]2)cc(OC)c1OC
-1.2%	CC(Sc1nnc(-c2ccccc2F)n1C1CC1)C(=O)NCc1ccco1 (centres undefined)
6.9%	O=S(=O)(Nc1ccccc1N1CCOCC1)c1ccc(Cl)cc1
2.1%	O=C(COC(=O)c1ccc(OC(F)(F)F)cc1)NCCN1C(=O)CSC1=O
0.5%	Cc1ccc(S(=O)(=O)NC(C)C(=O)OCC(=O)N(C)c2ccccc2)cc1 (centres undefined)
2.5%	CC1CCCN(S(=O)(=O)c2ccc(NC(=O)C3CCN(C(=O)C(C)(C)C)CC3)cc2)C1 (centres undefined)
-0.4%	CCc1ccccc1NC(=O)CN1CCN(C(=O)CNC(=O)Cc2cccc3ccccc23)CC1
0.8%	COc1ccc(C(=O)OCC(=O)NC2CC2)cc1OC
-0.2%	COc1cccc(NC(=O)CN(C)C(=O)c2cc3ccccc3cc2OC)c1
0.5%	CCCCCC(=O)Nc1ccc(S(=O)(=O)NC2=NCCCCC2)cc1
1.4%	Cc1ccc(NC(=O)C(c2ccccc2)N2CCN(C(=O)c3ccco3)CC2)cc1 (centres undefined)
0.5%	Cc1nn(-c2ccccc2)c(C)c1/C=C/C(=O)OCC(=O)Nc1ccc(C(N)=O)cc1
0.2%	O=C(NCCC(=O)N1CCN(Cc2c(F)cccc2Cl)CC1)c1ccc(Cl)cc1
0.3%	CC1CCCC(NC(=O)COC(=O)c2cccc(S(=O)(=O)N3CCCCC3)c2)C1C (centres undefined)
1.9%	CCCN(CC(=O)Nc1cc(Cl)ccc1Cl)C(=O)c1ccc(N2CCCC2=O)cc1
0.8%	O=C(COC(=O)CC1SC(N2CCCC2)=NC1=O)Nc1c(F)c(F)c(F)c(F)c1F (centres undefined)
2.7%	C/C(=C\c1ccccc1F)C1Nc2cccc3cccc(c23)N1
0.9%	COc1ccc(Br)c(C(=O)OCC(=O)NC2CC2)c1
0.8%	O=C(Cn1nc(-c2ccccc2)oc1=O)OCC(=O)c1ccc(F)c(F)c1
0.8%	CCOc1ccccc1N1CC(C(=O)NNC(=O)c2cc(OC)c(OC)c(OC)c2)CC1=O (centres undefined)
-0.2%	CN(C)c1ccc(S(=O)(=O)NCC(=O)OCC(=O)NC(=O)C2CCCCC2)cc1[N+](=O)[O-]
2.4%	COc1cc([N+](=O)[O-])ccc1NC(=O)COC(=O)CCOc1ccc(C)cc1
2.4%	CSCCC(NC(=O)c1ccco1)C(=O)NCC(c1ccco1)N1CCCCC1 (centres undefined)
-2.8%	CCOc1ccccc1OCC(=O)Nc1ccc2[nH]c(=O)[nH]c2c1
1.3%	O=C(NC[C@@H]1CCCO1)c1cccc2c1C(=O)c1ccc(Cl)cc1S2(=O)=O
1.4%	COc1ccc(C(CNC(=O)c2ccco2)N2CCOCC2)cc1 (centres undefined)
2.9%	CCOC(=O)c1sc2ncn(CC(=O)Nc3cc(C)on3)c(=O)c2c1C
0.5%	Cc1ccc(C(=O)NCC(=O)N2CCCCCCC2)cc1
2.2%	Cn1c(SCC(=O)NC2CCS(=O)(=O)C2)nnc1-c1ccco1 (centres undefined)
1.4%	Cc1ccc(C(C)NC(=O)COC(=O)C2=COCCO2)cc1C (centres undefined)
1.2%	COc1ccc2oc(C(=O)OC(C)C(=O)Nc3ccc(N4CCOCC4)cc3)c(C)c2c1 (centres undefined)
2.0%	Cc1ccccc1NC(=O)CC1C(=O)Nc2ccccc2N1CC(=O)N(C)C1CCS(=O)(=O)C1 (centres undefined)
0.4%	O=C(Nc1cc(S(=O)(=O)N2CCOCC2)ccc1N1CCCCC1)c1ccccc1
5.7%	O=c1c2ccccc2ccc2ccccc12
4.5%	CC(C)c1cccc(C2=CC(=O)C[C@H](c3ccc4c(c3)OCO4)C2)c1
2.6%	O=C(/C=C/c1ccccc1[N+](=O)[O-])OCC(=O)N1CCCC1
0.7%	CCOC(=O)C1=C(CC)Nc2ccccc2N=C1NC(=O)c1cccc(S(=O)(=O)N2CCOCC2)c1
25.1%	CC1CN(S(=O)(=O)c2cccc(C(=O)Nc3cc(Cl)ccc3N3CCOCC3)c2)CC(C)O1 (centres undefined)
3.1%	Cc1ccc(Cl)c(NC(=O)CSc2n[nH]c(=O)n2C2CC2)c1Cl

(cont.)
RSV CPE inhibition	canonical_smiles
0.8%	Cc1ccc(CN2CC(=O)N3[C@H]4c5cc(C)ccc5OC[C@@H]4[C@H](c4ccccc4)[C@]3(C)C2=O)cc1
0.4%	CC(=O)c1cccc(S(=O)(=O)Nc2c(C)nn(C)c2C)c1
2.2%	Cc1cccc(NC(=O)CN2CCN(C(=O)c3cccc(-n4cnnn4)c3)CC2)c1C
-1.3%	CN1CCC(N(C)S(=O)(=O)c2ccc(NC(=O)Cc3ccc(F)cc3)cc2)CC1
0.4%	O=C(COC(=O)COc1ccc(Br)cc1)NC1CCCCCC1
-0.3%	COc1ccc(CN2CCN(C(=O)c3c(-c4ccccc4)noc3C)CC2)cc1F
1.0%	COc1ccc(C(=O)COC(=O)/C=C/c2ccco2)cc1F
1.9%	CCOc1ccc2oc(C(=O)OCC(=O)N3CCCC(C)C3)c(C)c2c1 (centres undefined)
0.2%	CC(=O)Nc1ccc(NC(=O)C(NS(=O)(=O)c2ccc3c(c2)OCCO3)C(C)C)cc1 (centres undefined)
0.9%	O=C(NC1CCCC1)c1cccc(S(=O)(=O)N2CCOCC2)c1
1.0%	CC1CC(C)(C)CC2(C1)NC(=O)N(CC(=O)Nc1ccc3[nH]c(=O)[nH]c3c1)C2=O (centres undefined)
2.1%	COCc1ccc(-c2c(-c3cc(OC)cc(OC)c3)oc(=O)c3cc(OC)c(OC)cc23)cc1
-0.2%	CCN(CC(=O)Nc1cc(Cl)ccc1-n1cncn1)Cc1nc2ccccc2c(=O)[nH]1
0.4%	O=C(COC(=O)CNC(=O)c1ccccc1F)Nc1ncc(Cl)cc1Cl
1.0%	NC(=O)C1CCCN(CC(=O)Nc2ccccc2C(=O)NC2CC2)C1 (centres undefined)
-0.3%	O=C(COC(=O)/C=C/c1cccc(Br)c1)NC1CC1
0.0%	CC(=O)c1cccc(NC(=O)c2c(-c3c(F)cccc3Cl)noc2C)c1
0.7%	Nc1nnc(SCC(=O)NCC(=O)Nc2ccc(F)c(F)c2F)s1
0.9%	CN(CCOc1ccccc1)C(=O)CNC(=O)c1ccc(C(C)(C)C)cc1
-0.8%	CN(C(=O)c1ccc(NC(=O)Cc2ccc(NC(=O)C3CCN(C(=O)C4CCCC4)CC3)cc2)cc1)C1CC1
0.9%	Cc1sc2nc(CN3CCOCC3)nc(N3CCN(S(=O)(=O)c4ccccc4)CC3)c2c1C
0.7%	COCCN(Cc1ccccc1)C(=O)c1ccc2c(c1)NC(=O)CS2
0.2%	COc1ccc([C@H]2CC(=O)C=C(c3ccc(-c4ccccc4)c(F)c3)C2)cc1
0.1%	CN(CC(=O)Nc1ccc(F)c(F)c1F)C(=O)CCCc1nc2ccccc2c(=O)[nH]1

Compound activity (PubChem BioAssay)

The list is partial, so the mix of outcomes need not match the whole.
